FLuc inhib CS: firefly luciferase enzyme inhibitors, primary screen, artefact control for luciferase-based inhibitor screens, biochemical, luminescence, ATPLite; 10 min; inhibition, % at 10 µM; 1.5% of 200,000 active;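 active = inhibition above about 50% when tested at 10 µM, limit read from the data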
Target sequence (P08659 whole entry, looked up): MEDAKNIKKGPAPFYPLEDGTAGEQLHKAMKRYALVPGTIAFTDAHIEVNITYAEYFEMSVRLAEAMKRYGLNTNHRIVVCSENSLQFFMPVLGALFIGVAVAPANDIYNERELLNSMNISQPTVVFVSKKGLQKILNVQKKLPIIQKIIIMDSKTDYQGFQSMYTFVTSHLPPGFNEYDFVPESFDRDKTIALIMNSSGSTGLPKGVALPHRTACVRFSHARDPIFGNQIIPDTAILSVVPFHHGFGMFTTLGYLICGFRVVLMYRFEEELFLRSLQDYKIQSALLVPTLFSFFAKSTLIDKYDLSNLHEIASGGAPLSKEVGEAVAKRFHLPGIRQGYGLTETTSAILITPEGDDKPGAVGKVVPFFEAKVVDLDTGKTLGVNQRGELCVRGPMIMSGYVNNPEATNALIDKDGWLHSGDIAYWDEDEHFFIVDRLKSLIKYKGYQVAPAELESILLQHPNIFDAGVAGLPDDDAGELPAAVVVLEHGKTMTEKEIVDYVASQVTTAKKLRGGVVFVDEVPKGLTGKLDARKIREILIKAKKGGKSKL
TNAP act hi DEA: TNAP activators at high phosphate acceptor level, primary screen, biochemical, luminescence, uHTS; Alkaline phosphatase, tissue-nonspecific isozyme (Homo sapiens), P05186; purified TNAP, CDP-star luminescence, 1 M DEA, 30 min; active compounds read high; 0 = EDTA background, 1 = DMSO-only activity; activation factor at 20 µM; 200,000 tested, under 10 active; AID 1136, 2008;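 active = activation factor at least 2 at 20 µM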
Target sequence (P05186 whole entry, looked up): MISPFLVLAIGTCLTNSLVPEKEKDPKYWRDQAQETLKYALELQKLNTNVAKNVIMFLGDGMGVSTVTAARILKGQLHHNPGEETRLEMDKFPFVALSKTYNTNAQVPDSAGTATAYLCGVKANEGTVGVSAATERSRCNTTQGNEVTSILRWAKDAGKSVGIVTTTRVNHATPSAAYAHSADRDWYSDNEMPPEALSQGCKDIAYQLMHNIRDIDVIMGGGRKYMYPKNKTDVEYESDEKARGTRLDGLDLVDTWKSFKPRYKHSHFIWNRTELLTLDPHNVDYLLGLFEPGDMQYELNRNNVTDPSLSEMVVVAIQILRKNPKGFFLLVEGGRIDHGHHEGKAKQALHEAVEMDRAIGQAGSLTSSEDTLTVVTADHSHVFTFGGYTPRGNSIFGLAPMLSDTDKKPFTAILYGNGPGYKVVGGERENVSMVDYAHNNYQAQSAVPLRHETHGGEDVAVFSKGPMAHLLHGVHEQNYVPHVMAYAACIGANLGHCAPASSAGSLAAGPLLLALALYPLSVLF
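Dosing: 20 µM single point. System: human TNAP. Amount: TNAP 1/800 final. Incubation: 30 min, room temperature. Read-out: TNAP activation factor scaled between EDTA and DMSO control wells. Signal: luminescence from CDP-star hydrolysis. Medium: 1 M DEA, pH 9.8, Mg2+, Zn2+. Control set: EDTA negative control, DMSO positive control.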
TNAP inh hi DEA: human TNAP enzyme inhibitors, primary screen, biochemical, luminescent, high phosphate acceptor level, uHTS | Alkaline phosphatase, tissue-nonspecific isozyme (Homo sapiens), P05186 | purified TNAP, CDP-star luminescence, 1 M DEA | inhibition, % at 20 µM | 0.03% of 200,000 active;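 active = over 50% inhibition of tissue-nonspecific alkaline phosphatase at 20 µM in the single-dose screen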;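 note: plate controls were DMSO wells for no effect and EDTA-quenched wells as full inhibition for full effect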
Lmaj promast: Leishmania major promastigote growth inhibition, primary screen; Leishmania major promastigotes, resazurin fluorescence viability; inhibition, % at 10 µM; 9% of 200,000 active; in the data active = inhibition above about 50%;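 note: promastigotes grown with compound for 44 hours at 28 °C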
TNAP inh noacc: human TNAP enzyme inhibitors, primary screen, biochemical, luminescent, no phosphate acceptor, uHTS; Alkaline phosphatase, tissue-nonspecific isozyme (Homo sapiens), P05186; purified TNAP, CDP-star luminescence, 30 min; inhibition, % at 20 µM; 0.26% of 200,000 active; AID 1012, 2008;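 active = tissue-nonspecific alkaline phosphatase inhibition above about 50% at 20 µM in the single-dose screen, limit read from the data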;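 note: 0% = DMSO negative control and 100% = EDTA positive control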
APP 5UTR inh: inhibitors of APP translation via 5'UTR reporter, primary screen, APP 5'UTR luciferase, SH-SY5Y cells; inhibition, % at 2 µM; AID 1285, 2008; 0.82% of 190,000 active; SH-SY5Y APP 5'UTR-luciferase reporter, luminescence;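 active = inhibition above a set limit, derived from the sample mean plus 3 SD, cut at about 45% in these data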; note: values of inactives mirror those of a sister screen read the other way
bIAP activator: bovine intestinal alkaline phosphatase activators, primary screen, biochemical, bovine IAP, CDP-star luminescence | 0.17% of 200,000 active | AID 1016, 2008 | activation factor at 20 µM | purified bovine IAP, 30 min; active compounds read high; fold of DMSO-control signal, blank-subtracted;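 active = activation factor of 2 or more at 20 µM, a signal rise over negative controls twice the positive control's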
bIAP inh: bovine intestinal alkaline phosphatase inhibitors, primary screen, selectivity assay for TNAP inhibitor project, biochemical, bovine IAP, CDP-star luminescence; alkaline phosphatase, intestinal [Bos taurus]; purified bovine IAP, 30 min; inhibition, % at 20 µM; 190,000 tested, under 10 active; AID 1019, 2008;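 active = over 50% inhibition of intestinal alkaline phosphatase at 20 µM in the single-dose screen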
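Incubation: 30 min reaction at room temperature / Material: purified bovine intestinal alkaline phosphatase (IAP) enzyme / Input: enzyme at 1/65,000,000 dilution / Dosing: 20 µM single dose / Signal: CDP-star luminescence signal / Reagent: CDP-star chemiluminescent phosphatase substrate, 30 µM final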
FLuc stim CS: FLuc activators, initial screening, artefact control for FLuc-dependent activation tests, biochemical, ATPlite luminescence; ATPlite luciferase biochemical, 10 min; 0 = ATP-free wells, 1 = DMSO control; activation factor at 10 µM; 200,000 tested, under 10 active;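 active = luciferase activation factor, scaled between plate controls, of at least 2 with compound at 10 µM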
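Material: Luciferase/luciferin reagent mix; Doses: test compounds dosed from 2 mM stocks in 100% DMSO; Schedule: 10 min incubation after luciferase reagent addition, room temperature; Measured by: luminescence from luciferase reaction; Read-out: luminescence gain marking luciferase activators.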
RAM network inh: inhibitors of the yeast RAM network, primary screen, dse1pr::URA3 reporter, 5-FOA selection; inhibition, % at 50 µM; AID 868, 2007; S. cerevisiae dse1pr::URA3 reporter, 5-FOA growth OD615, 2 d; analog-sensitive cbk1-as2 kinase mutant strain; 1.8% of 190,000 active;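 active = inhibition above a set limit, 3 SD over mean compound inhibition, cut at about 8.4% in these data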;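 note: 0% = DMSO-only wells with no growth and 100% = 10 µM 1-NA-PP1 full growth; inhibition rescues growth on 5-FOA so higher OD means more RAM inhibition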
The depositor's hits bear a star; nt = not tested or not shown.

Screens in order – FLuc inhib CS | TNAP act hi DEA | TNAP inh hi DEA | Lmaj promast | TNAP inh noacc | APP 5UTR inh | bIAP activator | bIAP inh | FLuc stim CS | RAM network inh
> c1ccc2c(c1)nc(N1CCOCC1)c1ccccc12
 : -6 | 1 | -3 | -2 | -7 | 21 | 1 | 0 | 1.1 | 1.7
> COCc1nnc(NC(=O)CCCOc2ccccc2OC)s1
 : -2 | 1 | 4 | -5 | -7 | 8 | 1 | 0 | 1 | -1.5
> O=C(NCc1cccnc1)c1nn2cccnc2c1Cl
 : -1 | 1.1 | -7 | 7 | -6 | -4 | 1 | 4 | 1 | 0.4
> Cn1c(SCC(=O)N2CCCC2=O)nnc1-c1ccccc1F
 : -3 | 1 | 0 | -8 | -2 | -1 | 1 | -1 | 1 | 0.1
> CN(Cc1ccccc1)C(=O)c1cnc2n(c1=O)CCS2
 : -3 | 1 | 4 | -3 | -5 | 4 | 0.8 | 20 | 1 | 1.6
> CCOC(=O)Cn1c2c(c(-c3ccccc3OC)cc1=O)CCCC2
 : -7 | 1 | -2 | 17 | -9 | 3 | 2.1* | -106 | 1.1 | 3.8
> O=C(CSCc1ccccc1)Nc1cccc(C(=O)Nc2ccc(C(=O)O)cc2)c1
 : 2 | 1 | 1 | -5 | -6 | -2 | 1 | 5 | 1 | 1.9
> COc1ccc(C(=O)C2CCCN(Cc3cnc(N4CCOCC4)s3)C2)c(OC)c1 (stereo not given)
 : -4 | 1 | -1 | 84* | 2 | 25 | 1 | 4 | 1 | 1.0
> Cc1oc(/N=C/c2ccc3c(c2)OCO3)c(C#N)c1C
 : 12 | 1 | -3 | 2 | 11 | -12 | 0.9 | 11 | 0.9 | 0.9
> O=C(N/N=C/c1ccc(-c2cccc([N+](=O)[O-])c2)o1)c1ccccc1O
 : 6 | 1 | -1 | 93* | -18 | -1 | 1.1 | -12 | 0.9 | 3.7
> COc1ccc(S(=O)(=O)N2CCC(C(=O)N3CCOCC3)CC2)cc1Cl
 : -6 | 1.1 | -5 | -5 | -5 | 0 | 1 | 5 | 1.1 | 2.1
> C=CCn1c(N2C(=O)CC(Cc3ccccc3)C2=O)nc2ccccc21 (stereo not given)
 : -4 | 1 | -2 | 0 | -2 | 5 | 1.5 | -46 | 1 | 1.1
> Cc1ccn2cc(CSc3ccccc3)nc2c1
 : 42 | 1 | 0 | 71* | -3 | -172 | 0.9 | 14 | 0.6 | -0.2
> OC(COc1c(Br)cc(Br)cc1Br)CN1CCOCC1 (stereo not given)
 : -4 | 1.1 | -5 | 79* | -14 | 7 | 1.1 | -7 | 1 | 1.3
> O=C(c1cccc(C(=O)N2CCN(c3ccc(F)cc3)CC2)c1)N1CCN(c2ccc(F)cc2)CC1
 : -8 | 1 | -3 | -11 | -4 | -23 | 1 | -1 | 1.1 | 3.2
> O=C(O)CSc1nnc(-c2cccc(S(=O)(=O)N3CCCCC3)c2)o1
 : -2 | 1.1 | -6 | 4 | -15 | -12 | 1 | -1 | 1 | 4.8
> CN1CCc2c(c3ccccc3n2C)C1
 : -6 | 1 | 1 | -2 | -8 | -13 | 1 | 4 | 1.1 | 2.8
> CN(C)c1nc(N(C)C)nc(N(C#N)CN2C(=O)c3ccccc3S2(=O)=O)n1
 : -4 | 1 | -3 | -5 | -4 | 10 | 1.1 | -12 | 1 | 4.8
> COc1cccc(N2CCN(C(=O)Nc3ccccc3Cl)CC2)c1
 : -6 | 1 | -4 | 9 | -2 | -13 | 1.1 | -6 | 1.1 | 1.3
> FC(F)(F)c1cccc(NC(=S)NCc2ccc(Cl)cc2)c1
 : -3 | 1 | 2 | 1 | -6 | 8 | 0.9 | 10 | 1 | 1.9
> COC(=O)c1ccc(NC(=S)Nc2ccc(O)cc2)cc1
 : -1 | 1 | -2 | 18 | -7 | -11 | 1.1 | -6 | 1 | -1.5
> Cc1ccccc1-c1nnc(SCc2ccc(F)cc2)o1
 : -2 | 1.1 | -7 | -3 | -12 | -18 | 0.6 | 35 | 1 | 6.5
> C/C(Nc1ccccc1C(F)(F)F)=C1/CCOC1=O
 : -4 | 1 | -3 | -3 | -4 | -4 | 1 | 0 | 1 | 1.4
> COc1cccc(-c2cc(C(=O)N3CCN(C(c4ccccc4)c4ccccc4)CC3)no2)c1
 : -6 | 1 | -5 | 12 | -16 | -13 | 0.8 | 18 | 1.1 | 2.9
> Cc1nonc1OCCNCc1c(C(=O)N2CCCCCCC2)nc2ccc(Cl)cn12
 : -6 | 1 | 0 | 0 | -8 | -3 | 1.3 | -29 | 1.1 | 0.7
> CCOc1ccccc1OCc1nn2c(-c3ccc(C)cc3)nnc2s1
 : -8 | 1.1 | -5 | -3 | 38 | 2 | 0.4 | nt | 1.1 | 3.2
> COCCCNc1nc2nonc2nc1N1C[C@H]2CC[C@H]1C2
 : -4 | 1 | -4 | -5 | -8 | -9 | 1 | 3 | 1 | -0.1
> Cc1cc2ccccc2n2c(SCC(=O)NCc3cccs3)nnc12
 : -6 | 1 | 0 | -1 | -6 | -12 | 1 | -2 | 1.1 | 1.6
> C[N+](C)(C)CC/C=C1/c2ccccc2CSc2ccccc21
 : -2 | 1 | -4 | -1 | -12 | -6 | 0.8 | 15 | 1 | -1.4
> CCOC(=O)c1ccc(N2CN(CC)CNC2=S)cc1
 : -1 | 1 | -2 | -3 | -10 | -11 | 1 | 1 | 1 | 0.6

One compound at a time (already shown). Values in the order: FLuc inhib CS, TNAP act hi DEA, TNAP inh hi DEA, Lmaj promast, TNAP inh noacc, APP 5UTR inh, bIAP activator, bIAP inh, FLuc stim CS, RAM network inh
`FC(F)(F)c1cccc(NC(=S)NCc2ccc(Cl)cc2)c1` in the list: -3, 1, 2, 1, -6, 8, 0.9, 10, 1, 1.9
`O=C(c1cccc(C(=O)N2CCN(c3ccc(F)cc3)CC2)c1)N1CCN(c2ccc(F)cc2)CC1` in the list: -8, 1, -3, -11, -4, -23, 1, -1, 1.1, 3.2
`O=C(CSCc1ccccc1)Nc1cccc(C(=O)Nc2ccc(C(=O)O)cc2)c1` in the list: 2, 1, 1, -5, -6, -2, 1, 5, 1, 1.9

The listing continues.
Screens in order – FLuc inhib CS | TNAP act hi DEA | TNAP inh hi DEA | Lmaj promast | TNAP inh noacc | APP 5UTR inh | bIAP activator | bIAP inh | FLuc stim CS | RAM network inh
> CCCC12CN3CCN(CC(C3)/C1=N\NC(=O)c1ccc(C(C)(C)C)cc1)C2
 : -3 | 1 | 2 | -5 | -2 | 7 | 0.9 | 10 | 1 | 3.5
> COC(=O)c1ccc(S(=O)(=O)N2CCC(c3nc4ccccc4o3)CC2)cc1
 : -6 | 1 | -1 | 1 | -14 | -3 | 0.9 | 5 | 1.1 | 3.5
> CCN(CC)c1ccc(NC(=O)COC(=O)c2ccc3ccccc3n2)cc1
 : 9 | 1.1 | -7 | 2 | -2 | -7 | 1 | 4 | 0.9 | 1.7
> CC(=O)c1ccc(NC(=O)CN2CCC(NC(=O)C3CCCCC3)CC2)cc1
 : -2 | 1 | 3 | -10 | -6 | -4 | 1.1 | -10 | 1 | 0.2
> C[C@@H]1NC(=O)[C@H](CCCN=C(N)N)NC(=O)c2cc([N+](=O)[O-])cc(I)c2NCCC[C@@H](C(N)=O)NC1=O
 : -1 | 1 | -1 | -3 | -8 | -16 | 1 | -4 | 1 | 1.9
> COc1ccc(S(=O)(=O)N2CCC(C(=O)NCC3CCCO3)CC2)cc1 (stereo not given)
 : 3 | 1 | -2 | -8 | -6 | -1 | 1.1 | -5 | 1 | 2.4
> Cc1ccc(S(=O)(=O)N2CCN(C(C(=O)Nc3ccc(F)cc3)c3ccccc3)CC2)cc1 (stereo not given)
 : -3 | 1 | -3 | 20 | -37 | -18 | 0.8 | 16 | 1 | 1.1
> CN(C(=O)c1ccc2c(Cl)c3c(nc2c1)CCC3)c1ccccc1
 : 11 | 1 | -3 | 8 | -9 | -49 | 0.9 | 8 | 0.9 | 0.4
> COC(=O)c1ccc(NC(=O)Nc2ccc(C)cc2)cc1
 : -1 | 1.1 | -10 | 92* | -43 | 24 | 0.8 | 20 | 1 | 2.2
> CCOC(=O)c1c(CC(C)C)csc1NC=O
 : -7 | 1 | -2 | 7 | -5 | -16 | 1 | -2 | 1.1 | -2.7
> COc1cccc(/C=c2\s/c(=C\C(=O)C(C)(C)C)[nH]c2=O)c1
 : -4 | 1 | 4 | 3 | 7 | 0 | 1 | 1 | 1 | 6.5
> CCCC(=O)Nc1ccc(-c2ccc(NC(=O)CCC)cc2)cc1
 : 0 | 1.1 | -5 | -2 | -2 | -6 | 1.1 | -6 | 1 | 3.5
> CCOC(=O)CSc1nc(C)c2cc(C)c(C)cc2n1
 : -5 | 1 | -5 | -3 | -7 | -14 | 1 | 3 | 1 | -1.4
> O=C1N/C(=C/c2cccs2)C(=O)N1Cc1ccc(Br)cc1
 : -6 | 1 | -3 | 2 | 10 | 6 | 0.6 | 40 | 1.1 | 2.4
> CCCCCCCC(=O)NN1CCOCC1
 : -10 | 1 | -3 | -8 | 0 | 4 | 1 | -5 | 1.1 | 0.1
> CCOc1ccc(Cl)cc1/C=N/NC(=O)CNC(=O)c1ccccc1
 : -7 | 1.1 | -5 | 0 | -10 | 9 | 0.9 | 11 | 1.1 | 2.6
> CC1CC1C(=O)Nc1nc(-c2ccc(Cl)s2)cs1 (stereo not given)
 : 0 | 1 | -1 | -2 | 6 | -14 | 1.1 | -11 | 1 | 4.3
> CCCC(=O)Nc1ccc(Nc2ccccc2)cc1
 : 3 | 1 | -2 | 64* | -3 | -1 | 1 | -3 | 1 | -1.2
> CC(=O)c1cccc(NC(=O)C2CCN(S(=O)(=O)c3c(C)n[nH]c3C)CC2)c1
 : -3 | 1 | -5 | -3 | 48 | 10 | 1.1 | -8 | 1 | -0.6
> Cc1ccc2cc(-c3noc(C(C)(C)C)n3)c(=O)[nH]c2c1
 : -3 | 1 | 0 | 33 | -2 | -8 | 0.9 | 6 | 1 | -0.5
> CCN1CCN(C(=O)C2c3cc(OC)c(OC)cc3C(=O)N3CCc4ccccc4C23)CC1 (stereo not given)
 : -3 | 1 | -2 | 1 | -11 | -7 | 1.1 | -11 | 1 | -0.3
> Cc1c(C(=O)OC2CCCC2)[nH]c2c1C(=O)CC(c1ccco1)C2 (stereo not given)
 : -5 | 1 | -4 | 1 | -14 | 94* | 0.8 | 16 | 1 | 4.1
> COc1ccc([N+](=O)[O-])cc1/C=N/NC(=O)/C(=C\c1cccs1)NC(=O)c1ccccc1
 : -5 | 1 | 2 | 4 | 13 | -4 | 1 | -2 | 1.1 | 2.3

Compound activity from PubChem.
